High-throughput results deposited in PubChem BioAssay by several laboratories.
M4 PAM: human M4 muscarinic receptor positive allosteric modulators, primary screen, CHO-K1 cells, Fluo-8 calcium fluorescence. Muscarinic acetylcholine receptor M4 (Homo sapiens), P08173. CHO-K1 hM4/Gqi5, ACh EC20; 0% = ACh EC20, 100% = maximal ACh. activation, % at 3 µM. 360,000 compounds, 0.4% hits. AID 624126, 2012;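 active = activation above its plate's cutoff, the mean activation of sample wells plus 3 SD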; note: some results filed as inactive read as strong as hits
Target sequence (P08173 whole entry, looked up): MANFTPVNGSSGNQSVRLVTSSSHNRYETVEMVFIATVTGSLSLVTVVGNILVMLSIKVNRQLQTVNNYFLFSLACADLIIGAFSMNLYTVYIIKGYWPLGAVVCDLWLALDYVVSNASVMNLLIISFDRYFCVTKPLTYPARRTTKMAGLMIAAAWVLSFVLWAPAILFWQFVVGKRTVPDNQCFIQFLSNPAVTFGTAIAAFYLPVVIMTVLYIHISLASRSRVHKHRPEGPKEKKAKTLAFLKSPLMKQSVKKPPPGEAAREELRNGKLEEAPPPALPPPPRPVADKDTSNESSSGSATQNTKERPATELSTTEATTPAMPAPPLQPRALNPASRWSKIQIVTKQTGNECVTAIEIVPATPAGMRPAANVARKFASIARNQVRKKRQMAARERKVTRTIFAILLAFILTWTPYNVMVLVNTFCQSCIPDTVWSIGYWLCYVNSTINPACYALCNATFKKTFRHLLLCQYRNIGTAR
CHRM5 PAM: human M5 muscarinic receptor positive allosteric modulators, primary screen, CHO-K1 cells, Fluo-8 calcium fluorescence; AID 624038, 2012; Muscarinic acetylcholine receptor M5 (Homo sapiens), P08912; 360,000 compounds, 0.3% hits; activation, % at 3 µM; CHO-K1 hM5, ACh EC20 PAM; 0% = ACh EC20, 100% = ACh EC100;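 active = activation above the run cutoff, the mean activation of all test compounds plus 3 SD, cut at about 18% in these data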
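Test system: CHO-K1 hM5 cells / Doses: single-point, 3 µM nominal / Times: Post-acetylcholine fluorescence recording 140 s / Technique: Fluo-8 calcium fluorescence / Measure: Max/basal fluorescence ratio as % of EC20–EC100 ACh window / Benchmarks: low control EC20 acetylcholine (0%), high control EC100 acetylcholine (100%) / Replicates: one well per compound, no replicates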
CHRM4 antagonist: human M4 muscarinic receptor antagonists, primary screen, CHO cells, Fluo-8 calcium fluorescence. Muscarinic acetylcholine receptor M4 (Homo sapiens), P08173. CHO-hM4 cells, ACh EC80. inhibition, % at 3 µM. 360,000 compounds, 0.73% hits;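 active = inhibition above its plate's cutoff, the mean inhibition of sample wells plus 3 SD, cut at about 27% in these data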;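 note: 0% = acetylcholine EC80 with DMSO and 100% = DMSO without agonist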
CRFBP-R2 block: antagonists of CRF-BP/CRF-R2 complex, primary screen, cell-based, HEK293, calcium dye fluorescence, uHTS; CRF-induced calcium fluorescence; inhibition, % at 11.8 µM; 350,000 compounds, 0.59% hits; AID 588475, 2011;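 active = inhibition of the ligand-induced calcium signal above about 50% at the single tested concentration, limit read from the data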
M5 antag: human M5 muscarinic receptor antagonists, primary screen, CHO cells, Fluo-8 calcium fluorescence; inhibition, % at 3 µM; Muscarinic acetylcholine receptor M5 (Homo sapiens), P08912; 360,000 compounds, 0.59% hits; CHO-hM5 cells, ACh EC80; AID 624040, 2012;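 active = inhibition above a per-plate cutoff, the mean of that plate's test compounds plus 3 SD, cut at about 27% in these data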;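 note: 0% = acetylcholine EC80 with DMSO and 100% = DMSO without agonist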
CRFBP-R2 agonist: agonists of CRF-BP/CRF-R2 complex, primary screen, cell-based, HEK293, calcium dye fluorescence, uHTS | CRF-binding protein / CRF receptor 2 complex (human) | calcium dye fluorescence (FLIPR); percent of saturating CRF peptide response | activation, % at 13.2 µM | 350,000 compounds, 0.46% hits | AID 588473, 2011;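 active = activation of at least 50%, plus an integration ratio under a set limit after plate pattern correction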;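 note: plate controls were neutral control wells without compound for no effect and CRF at EC100 for full effect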
CHRM1 PAM: human M1 muscarinic receptor positive allosteric modulators, primary screen, CHO-K1 cells, Fluo-8 calcium fluorescence, 1536-well; Muscarinic acetylcholine receptor M1 (Homo sapiens), P11229; CHO-K1 hM1, ACh EC20; 0% = ACh EC20, 100% = maximal ACh; activation, % at 3 µM; 360,000 compounds, 0.088% hits; AID 588819, 2011; in the data active = activation above about 19%, passing the limit was not always enough
Target sequence (P11229 whole entry, looked up): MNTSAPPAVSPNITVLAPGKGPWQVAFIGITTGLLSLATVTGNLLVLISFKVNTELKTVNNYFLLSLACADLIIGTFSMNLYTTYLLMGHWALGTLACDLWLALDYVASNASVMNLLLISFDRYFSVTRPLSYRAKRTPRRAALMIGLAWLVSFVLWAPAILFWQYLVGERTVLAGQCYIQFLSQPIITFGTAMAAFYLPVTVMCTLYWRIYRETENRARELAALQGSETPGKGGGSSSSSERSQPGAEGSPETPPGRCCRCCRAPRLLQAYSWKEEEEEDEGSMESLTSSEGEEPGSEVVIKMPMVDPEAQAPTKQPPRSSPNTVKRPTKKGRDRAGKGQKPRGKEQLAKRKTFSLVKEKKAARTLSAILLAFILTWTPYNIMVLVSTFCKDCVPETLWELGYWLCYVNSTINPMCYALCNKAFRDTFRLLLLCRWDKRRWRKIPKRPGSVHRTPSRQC
M4 ag: human M4 muscarinic receptor agonists, primary screen, CHO-K1 cells, Fluo-8 calcium fluorescence | CHO-K1 hM4/Gqi5; vehicle 0%, full acetylcholine response 100% | activation, % at 3 µM | 360,000 compounds, 0.14% hits;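 active = activation above the run mean over all test wells plus 3 SD, cut at about 32% in these data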;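 note: peak over basal fluorescence ratio per well then scaled between controls; 0% = DMSO wells and 100% = acetylcholine at EC100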
M5 ag: human M5 muscarinic receptor agonists, primary screen, CHO-K1 cells, Fluo-8 calcium fluorescence. 360,000 compounds, 0.19% hits. CHO-K1 hM5 cells; 0% DMSO wells, 100% maximal acetylcholine response. activation, % at 3 µM;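 active = activation above the run's mean over test compounds plus 3 SD, cut at about 23% in these data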;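 note: signal is peak over basal fluorescence ratio across the kinetic read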
An asterisk follows results filed as active; . = no result given.

SMILES	M4 PAM	CHRM5 PAM	CHRM4 antagonist	CRFBP-R2 block	M5 antag	CRFBP-R2 agonist	CHRM1 PAM	M4 ag	M5 ag
COc1ccc2c(c1)CCCC21NC(=O)N(CC(=O)c2cc(F)ccc2F)C1=O (stereo not drawn)	2	1	6	-4	1	0.7	-2	1	4
CCc1ccccc1NC(=O)CNC(=O)c1cc(C2CC2)nc2c1cnn2C(C)C	2	-5	-14	-5	-1	-0.4	5	4	-1
COc1ccc(/C(N)=N/OC(=O)c2ccc(C)c([N+](=O)[O-])c2)cc1	2	-5	6	7	-1	-0.4	15	0	-2
CCN(CCCNS(=O)(=O)c1cc(-c2cc(C)no2)ccc1C)Cc1ccccc1	-5	1	5	-6	1	0.2	-6	1	-8
COc1ccc(CCN2C(=O)NC(NC(=O)C(C)(C)C)(C(F)(F)F)C2=O)cc1OC (stereo not drawn)	17	6	1	-8	-5	8.9	6	1	0
CC1CCCCC1NC(=S)NC(=O)c1ccccc1Br (stereo not drawn)	-4	-4	4	-111	4	-1.0	-14	-1	-1
CCOc1cc(CNc2ccc(S(N)(=O)=O)cc2)cc(Cl)c1OC	-3	-1	1	33	-9	2.8	7	0	-4
CN1CCCC2(CCCN(Cc3nc(Cc4cccc(C(F)(F)F)c4)no3)C2)C1 (stereo not drawn)	-9	-1	6	-14	6	4.6	1	1	-11
CCC(=O)N1CCN(c2ccccc2NC(=O)Cc2ccc(Cl)cc2)CC1	-2	2	5	5	3	-0.2	3	-1	1
C/C(=N\NC(=O)CNC(=O)c1cccc(F)c1)c1ccc2ccccc2c1	-10	-7	40*	0	23	-1.3	8	-1	-5
O=C(O)c1ccc(COc2ccc(Cl)cc2)o1	3	-5	-7	3	-1	-0.4	2	0	0
CC(C)=CCC1=C(OCC(=O)O)C(=O)c2ccccc2C1=O	1	-10	12	-4	18	-0.2	-3	2	1
Cc1ccc(-c2csc(NC(=O)C3CCN(S(=O)(=O)c4cccs4)CC3)n2)cc1	-1	0	6	29	-8	2.7	-2	6	4
COc1ccc(OCC(=O)N/N=C/c2ccc(N(C)C)cc2)cc1	22*	-4	-3	21	20	1.1	2	1	-2
Cc1ccc(/C=C/C(=O)NCCc2ccccc2)o1	4	4	-6	7	4	-2.9	18	0	1
COc1ccc(S(=O)(=O)N2CCOCC2)cc1NC(=O)C1CCCCN1S(=O)(=O)c1ccccc1 (stereo not drawn)	-5	-11	-10	9	3	1.2	-3	8	0
COc1ccc(C(C)=O)cc1CSc1ccc2c(c1)OCCO2	-3	-7	4	17	17	-1.5	1	4	-5
CCn1cc(C(=O)NCc2ccco2)c(=O)c2ccc(C)nc21	19*	13	-22	-5	-10	-0.4	4	1	-1
O=C(O)CCCCn1c(SCc2ccccc2Cl)nc2ccsc2c1=O	1	14	-26	-12	-7	3.2	6	3	16
Cc1ccc(OCc2nnc(SCC(=O)N3CCc4ccccc43)n2C)cc1	2	1	4	-13	0	2.4	14	1	2

Part of the list above, bar-delimited.
SMILES | M4 PAM | CHRM5 PAM | CHRM4 antagonist | CRFBP-R2 block | M5 antag | CRFBP-R2 agonist | CHRM1 PAM | M4 ag | M5 ag
CC(C)=CCC1=C(OCC(=O)O)C(=O)c2ccccc2C1=O | 1 | -10 | 12 | -4 | 18 | -0.2 | -3 | 2 | 1
Cc1ccc(-c2csc(NC(=O)C3CCN(S(=O)(=O)c4cccs4)CC3)n2)cc1 | -1 | 0 | 6 | 29 | -8 | 2.7 | -2 | 6 | 4
COc1ccc(OCC(=O)N/N=C/c2ccc(N(C)C)cc2)cc1 | 22* | -4 | -3 | 21 | 20 | 1.1 | 2 | 1 | -2
Cc1ccc(/C=C/C(=O)NCCc2ccccc2)o1 | 4 | 4 | -6 | 7 | 4 | -2.9 | 18 | 0 | 1

The listing continues:
SMILES	M4 PAM	CHRM5 PAM	CHRM4 antagonist	CRFBP-R2 block	M5 antag	CRFBP-R2 agonist	CHRM1 PAM	M4 ag	M5 ag
CCOC(=O)CSc1nc2sc3c(c2c(=O)n1-c1ccc(OC)cc1)CCN(C)C3	-8	-7	12	-4	15	10	-12	0	-2
COc1ccc(C(=O)N2CCCC(CNC(=O)c3ccccc3Cl)C2)o1 (stereo not drawn)	3	4	2	8	-12	-2.0	3	1	-1
CC(C)(C)Cc1c(-c2ccc(F)cc2)nc2ccc(Br)cn12	-9	-6	-6	-15	-1	1.5	-14	1	-3
COC(=O)c1ccc(CSc2ncnc3c2sc2nc(N4CCOCC4)c4c(c23)CCCC4)o1	9	6	5	20	-3	0.6	6	1	1
CCOC(=O)CCc1c(C)nc2cc(C3CCCN(C(=O)OC(C)(C)C)C3)[nH]n2c1=O (stereo not drawn)	-12	1	5	0	-4	-1.9	-2	0	-8
COc1ccc(C2(C)NC(=O)N(CC(=O)Nc3ccc(C)cc3Br)C2=O)cc1OC (stereo not drawn)	1	4	0	0	5	-0.4	4	3	0
COc1ccc(N(C(=O)c2ccccc2)S(=O)(=O)c2cccs2)cc1	-4	-4	1	22	7	1.6	7	-2	-3
C[C@H]1CN([C@@H](C)CO)C(=O)c2cc(NS(=O)(=O)c3ccc(Cl)cc3)ccc2O[C@@H]1CN(C)CC1CCCCC1	1	1	-13	-6	4	0.2	7	-1	2
COc1cc(/C=C/C(=O)OCC(=O)NC(C)c2ccccc2)cc(OC)c1OC (stereo not drawn)	10	7	-5	19	-2	-0.6	2	3	2
Nc1nnc(CCc2ccccc2)s1	-3	0	12	27	1	-0.7	6	0	1
O=C(NCc1cccnc1)c1ccc2sc([C@H]3C[C@H](O)[C@@H](CO)O3)nc2c1	-3	-1	4	.	2	.	-7	0	2
O=c1[nH]c(C2CCN(S(=O)(=O)c3ccccc3)CC2)nc2c1nnn2Cc1ccc2c(c1)OCCO2	-11	5	95*	18	2	-1.8	5	-1	-6
c1ccc(-c2c[n+]3c(n2-c2ccccc2)SCC3)cc1	-9	10	11	1	-7	2.6	0	0	-8
CC1(C(=O)NS(=O)(=O)c2ccccc2Cl)CCN1C(=O)CCc1cccs1 (stereo not drawn)	9	1	-13	.	-3	.	15	0	1
O=C(c1ccc(S(=O)(=O)Cc2ccccc2Cl)c([N+](=O)[O-])c1)N1CCOCC1	-5	3	2	-6	1	-1.4	1	4	-1
O=C(N/C=C/c1ccco1)Nc1cccc(Cl)c1	3	4	-1	-5	6	1.7	8	1	1
CCCCOC(=O)Cn1c(=O)n(CC(=O)OCCCC)c2ccccc21	0	1	-7	15	-4	3.3	1	1	-5
CCN(CC)CC#CC(C)(C)OC(C)=O	9	0	4	2	0	-0.4	-2	1	-6
COc1ccc(C2OC(=O)CC2C(=O)N2CCN(c3cc(Cl)ccc3C)CC2)cc1OC (stereo not drawn)	-2	-3	-10	0	0	0.9	3	14	4
Cc1cccc(/N=C/c2ccccn2)n1	-17	-5	-7	-15	9	-0.8	5	7	1
CCc1cc2c(SCC(=O)O)ncnc2s1	18	9	5	13	-4	-0.8	8	-1	-1
CCOc1ccc(NC(=S)N2CCCN(Cc3cccc(Cl)c3)C2)cc1	-17	-3	-2	-9	5	1.7	1	4	-14
O=C(Nc1ccc(F)cc1)Nc1sccc1-c1nc2ccccc2s1	-7	-7	8	-17	10	2.9	3	4	1
O=C(Cn1ccc2ccccc2c1=O)NCC(=O)N1CCN(c2ccc(F)cc2)CC1	-8	6	2	-7	4	0.6	9	1	-3
CC1(C(=O)Nc2cnc3ccccc3c2)CCN1Cc1ccccc1Cl (stereo not drawn)	-7	-9	5	.	5	.	3	13	0
CN(C)c1nc(N)nc(-c2nc3ccccc3s2)n1	-2	-3	6	-3	7	-0.9	3	0	1
O=C(Nc1ccc(F)c(Cl)c1)c1cc(-c2ccco2)on1	-9	5	-21	10	0	-0.9	5	3	-3
CC1SC(c2ccc(Cl)cc2)NC1=O (stereo not drawn)	-3	-4	1	6	0	-0.8	-5	1	1
COc1ccc(NC(=O)c2sc3nc(-c4cccnc4)ccc3c2N)cc1	2	-6	-2	-1	9	6.9	6	4	0
Cc1cccc(NC(=O)N2CCCC2C(=O)NCc2cccs2)c1 (stereo not drawn)	-2	-3	9	18	0	-1.8	7	0	1
O=C(COC(=O)c1ccco1)Nc1ccc2[nH]c(=O)[nH]c2c1	6	-1	0	2	5	-0.7	3	1	5
CCC(C)(C)NC(=O)C(c1ccc(OC)cc1)N(Cc1ccco1)C(=O)CCC(=O)Nc1cc(C)on1 (stereo not drawn)	17	-1	-3	-12	-2	-2.2	-1	1	-11
CCOC(=O)c1cnc(SCC(=O)N2CCOCC2)nc1N	9	-1	4	4	-4	1.8	13	1	-2
COc1ccc(N2CCN(C(=O)C3CC(O)CN3S(=O)(=O)c3ccc([N+](=O)[O-])cc3)CC2)cc1 (stereo not drawn)	6	-1	-7	1	-5	-2.2	8	0	0
CC(=O)NC(Cc1ccccc1F)C(=O)NC1CCN(S(=O)(=O)c2ccccc2)CC1 (stereo not drawn)	6	3	3	8	8	0.4	17	0	-3
O=C(c1ccc([N+](=O)[O-])cc1)N1CCSC1c1cccc(Cl)c1 (stereo not drawn)	-6	-5	4	9	-4	-4.2	-22	0	-9
O=C(NC12CC3CC(CC(C3)C1)C2)c1ccc(N2CCNCC2)c([N+](=O)[O-])c1	-17	-15	5	-20	18	-2.0	1	13	-1
Cc1nn(C)cc1/C=N\NC(=O)c1ccc2c(c1)c(C)c(C)n2Cc1ccccc1	-3	4	-2	6	1	-0.3	2	0	-9
CC(=O)C1CN(S(=O)(=O)c2ccc(C)cc2)C(c2ccccc2)CC1C (stereo not drawn)	-1	4	3	.	0	.	.	4	-4
O=[N+]([O-])c1ccc(C=NNC(=S)Nc2ccc(F)cc2)cc1	2	2	-9	5	6	2.0	2	1	2
Cc1[nH]c(C)c(S(=O)(=O)NCc2ccc(F)cc2)c1C(=O)N1CCCCC1	3	2	-6	5	-9	0.1	-1	1	-1
CC(=O)Nc1ccc(NC(=O)CSc2cn(CC(=O)N3CCOCC3)c3ccccc23)cc1	0	-6	4	28	18	-0.6	-2	1	-4
Cc1nc(Nc2ccc(O)cc2)c2c3c(sc2n1)CCCC3	1	3	-3	17	-9	-3.5	-1	0	5
CCCCOc1ccc(S(=O)(=O)N2CCCCCC2)cc1	-4	0	-11	0	-11	0.8	-1	2	-3
Oc1ccccc1CN1CCCC(N2CCN(c3cccc(C(F)(F)F)c3)CC2)C1 (stereo not drawn)	-12	4	-10	-13	-4	4.1	-15	2	1
Cc1ccc(NC(=O)C(=O)NCc2ccco2)c(C)c1	-11	-13	3	9	14	-2.1	2	15	0
Cc1cccc(C)c1-n1nnnc1C(c1ccnc2ccccc12)N(C)Cc1ccc(Cl)c(Cl)c1 (stereo not drawn)	18	-2	-17	.	12	.	.	2	2
Cc1cc(NC(=O)c2cccc([N+](=O)[O-])c2)n(-c2ccccc2)n1	16	-1	4	1	-4	-2.0	5	2	-1
